# Screens from PubChem.
# PGC1a acetyl inh: PGC1a acetylation modulation, inhibitor mode; U2OS PGC1a acetylation, AlphaScreen anti-acetyl-lysine; with virally co-expressed GCN5 acetyltransferase; inhibition, % at 15.6 µM; 0.17% of 350,000 active; AID 651687;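 active means every replicate shows inhibition of at least 40%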;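 further: 0% = neutral control wells and 100% = positive control wells; some results beyond the cut were filed as inactive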
# C2C12 statin: suppressors of simvastatin-induced myotoxicity in C2C12 myotubes. ATP luminescence, 48 h; scaled: DMSO 0, geranylgeraniol control 100. rescue of ATP level, % at 7.49 µM. 0.78% of 330,000 active. AID 602340;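 active means mean ATP rescue above about 67%, or every replicate alone reaching that limit, limit read from the data, passing the limit was not always enough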;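 further: myotubes were challenged with 10 µM simvastatin during compound exposure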
# CFTR F508del cor: correctors of CFTR F508del function in bronchial epithelial cells; 0.36% of 350,000 active; activity (quench increase), % at 7.58 µM; AID 720511; CFBE cells, YFP halide quenching; stimulated with forskolin plus potentiator P3; % fluorescence drop versus neutral controls;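 active means mean added fluorescence quench of at least 8% versus neutral control, with both replicates also reaching 8%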;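 further: cells transiently co-express mutant CFTR-F508del with the halide-sensitive YFP; corrector assay measuring rescue of mutant channel to the surface after 24 h compound exposure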
# PglD DTNB: inhibitors of Campylobacter jejuni PglD acetyltransferase. purified PglD enzyme, DTNB colorimetric CoA detection. inhibition, % at 12.5 µM. 0.098% of 360,000 active; in the data active means inhibition above about 16%, passing the limit was not always enough; further: strong numbers were not always called active
# miR-122 sensor: miR-122 inhibition in Huh7 cells; Huh7 miR-122 Renilla luciferase sensor, 48 h; neutral wells = 0, positive control = 100; activation (reporter increase), % at 12.5 µM; 0.3% of 340,000 active;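 active means mean replicate activation score at least 90 and every replicate individually at or above 90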;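 further: higher luciferase means less miR-122 activity so hits act as miR-122 inhibitors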
# GSIS activator: primary screen for activators of insulin secretion dependent on glucose, INS-1E cells, GLuc reporter luminescence. INS-1E GLuc reporter insulin secretion, 2-3 h. activation, % at 16.6 µM. 0.61% of 370,000 active. AID 743287;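 active means lowest replicate activation of at least 40%, so every replicate reaches that level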;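 further: 0% = median of neutral control wells and 100% = median of IBMX positive control wells; some compounds called inactive have numbers as strong as hits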
# Cneo AK release: Cryptococcus neoformans lysis via adenylate kinase release; C. neoformans lysis, adenylate kinase release luminescence, 4 h; normalised: neutral wells 0, clomiphene wells 100; lysis activity, % at 15 µM; 0.2% of 360,000 active;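 active means mean lysis activity across replicates of at least 80%, whatever share of replicates individually reach that level; inactive means mean lysis activity below 80%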
#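 Material – Cryptococcus neoformans yeast cells · Quantity – 5 × 10^6 yeast cells/mL · Buffer or medium – YPD medium · Compound – single dose · Timing – 4 h static compound exposure, 37 °C, read 1 h post-reagent · Signal – adenylate kinase release luminescence · Read-out basis – lysis from increased AK signal · Benchmarks – Clomiphene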
# FN deposit inh: fibronectin deposition inhibition; inhibition, % at 12.6 µM; 0.086% of 350,000 active; AH1F fibroblasts, Alexa488-fibronectin deposition fluorescence, overnight;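 active means mean inhibition across replicates of 30% or more, regardless of how many single replicates reach that level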;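 further: positive control wells lacked labelled fibronectin entirely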
#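 test system = AH1F fibroblasts assembling fluorescent fibronectin matrix | quantity = 10000 AH1F cells per well | buffer or medium = DMEM plus 2% serum, read in PBS | doses = single dose, pinned | incubation = 1 h cell attachment, overnight exposure to compound and label | detection = fluorescence at 485 nm excitation, 525 nm emission | read-out basis = inhibition from reduced deposited-fibronectin fluorescence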
# * hit, by the source's call; nt = not tested or not shown; [ ] = remark or other dose.
SMILES,PGC1a acetyl inh,C2C12 statin,CFTR F508del cor,PglD DTNB,miR-122 sensor,GSIS activator,Cneo AK release,FN deposit inh
CCCC(=O)Nc1ccc2c(c1)C(=O)N(C)C[C@@H](OC)[C@@H](C)CN(C(=O)c1cccnc1)[C@H](C)CO2,-2,-4,-0.7,-1,nt,4,-2,3
CC(=O)c1ccc(N(CC(=O)NC2CCCCC2)C(=O)CNC(=O)c2ccco2)cc1,-5,-18,-1.9,-3,0,6,5,-3
O=C(C1=C(O)C(=O)N(Cc2ccco2)C1c1cccc([N+](=O)[O-])c1)c1ccco1 (stereo not given),nt,3,0.6,3,-10,5,-1,-4
Nc1cccc2c1C(=O)c1ccc(Cl)cc1C2=O,9,-1,nt,3,-3,nt,-1,10
C[C@@H]1CN([C@H](C)CO)C(=O)c2cccc(NC(=O)Nc3ccc(F)cc3)c2O[C@@H]1CN(C)S(=O)(=O)c1ccc(Cl)cc1,0,26,1.1,3,12[16.7 µM],-14,-21,6
Cc1ccc(S(=O)(=O)n2ccnc2)cc1C,2,nt,-0.4,2,3,0,-3,-4
O=C(OCCN1CCOCC1)c1ccc2c(c1)OCCO2,5,nt,nt,-1,-4,nt,-1,3
COC(=O)c1sccc1S(=O)(=O)NCc1ccc(S(N)(=O)=O)cc1,9,nt,4.8,-2,nt,3,-7,4
Cc1noc(C)c1NC(=O)Nc1ccc2c(c1)C(=O)N([C@@H](C)CO)C[C@@H](C)[C@H](CN(C)C(=O)NC1CCCCC1)OCCCC[C@@H](C)O2,-13,nt,1.4,-39,0[16.7 µM],0,-3,nt
CCCCOc1cccc(C(=O)Nc2ccccc2N2CCCC2)c1,-3,-16,0.5,2,-6,-23,0,0
CCOc1cccc(-c2nn3c(-c4ccccn4)nnc3s2)c1,0,-3,nt,3,-6,nt,-1,nt
Cc1ccc(NC(=O)CSc2ccc(C(N)=O)cc2[N+](=O)[O-])cc1C,-13,-10,2.0,-8,-6,6,0,nt
Cc1cc(C)c(NC(=O)CSc2nc3ccc(N4C(=O)c5ccccc5C4=O)cc3s2)c(C)c1,nt,6,-2.5,0,-7,19,0,1
Cc1ccc(C)c(S(=O)(=O)N(C)c2ccc(OC(=O)C3CCN(C(=O)c4ccc(F)cc4)CC3)cc2)c1,3,-7,-0.1,2,16,3,-1,-1
COc1cc(C(=O)Oc2cccc(C=O)c2)cc(OC)c1OC,5,5,nt,-5,-7,-9,1,nt
Cc1ccccc1-c1cc(C(=O)NCc2ccc(OC(F)(F)F)cc2)n(CC2CC(c3cccnc3)=NO2)n1 (stereo not given),nt,19,-0.2,-5,nt,nt,2,-13
Cn1c(SCC(=O)NC2CCCCC2)nnc1-c1ccc(N)cc1,nt,3,-2.3,-1,-6,5,-1,-12
Cc1noc(C)c1S(=O)(=O)N(C)C[C@@H]1OCCCC[C@@H](C)Oc2ccc(NC(=O)NC3CCCCC3)cc2C(=O)N([C@H](C)CO)C[C@H]1C,1,nt,0.4,-1,-7[16.7 µM],-20,4,nt
COC(=O)c1ccccc1NC(=O)CN(Cc1ccc(Cl)cc1)S(C)(=O)=O,1,nt,1.9,0,-8,-13,2,nt
C[C@H](CO)N1C[C@H](C)[C@H](CN(C)Cc2ccc(C(=O)Nc3ccccc3N)cc2)Oc2ccc(NC(=O)Cc3cn(C)c4ccccc34)cc2C1=O,8,97*,0.5,1,22[16.7 µM],nt,-4,nt
COc1ccc(C(C)=O)cc1COC(=O)c1ccc(S(=O)(=O)N2CCOCC2)cc1,0,6,nt,2,-3,7,-1,nt
CC(C)Oc1cccc(C(=O)C2CCCN(C(=O)c3cc(C4CC4)[nH]n3)C2)c1 (stereo not given),4,8,-0.4,12,-7,-6,8,7
COc1ccccc1-c1cnc2c(c1)C(=O)N([C@H](C)CO)C[C@H](C)[C@@H](CN(C)Cc1ccc(C(=O)O)cc1)O2,12,-16,2.2,2,-8[16.7 µM],19,-1,-2
C[C@@H]1CCCCO[C@@H](CN(C)Cc2ccc(C(=O)O)cc2)[C@H](C)CN([C@H](C)CO)C(=O)c2cc(NC(=O)Nc3ccc(C(F)(F)F)cc3)ccc2O1,8,nt,-1.2,2,-3[16.7 µM],-6,-1,nt
O=C(CSc1ccccc1C(=O)O)c1ccc(Cl)cc1,4,-9,0.4,-1,nt,2,-1,-6

# Structures above containing a furan ring, fused or not:
SMILES,PGC1a acetyl inh,C2C12 statin,CFTR F508del cor,PglD DTNB,miR-122 sensor,GSIS activator,Cneo AK release,FN deposit inh
CC(=O)c1ccc(N(CC(=O)NC2CCCCC2)C(=O)CNC(=O)c2ccco2)cc1,-5,-18,-1.9,-3,0,6,5,-3
O=C(C1=C(O)C(=O)N(Cc2ccco2)C1c1cccc([N+](=O)[O-])c1)c1ccco1 (stereo not given),nt,3,0.6,3,-10,5,-1,-4

# Next section:
SMILES,PGC1a acetyl inh,C2C12 statin,CFTR F508del cor,PglD DTNB,miR-122 sensor,GSIS activator,Cneo AK release,FN deposit inh
CCCn1c(N)c(N(CCOC)C(=O)CSCC(=O)Nc2ccc(OC)cc2)c(=O)[nH]c1=O,-1,-9,1.1,-1,0,-9,-1,nt
CC1(C)Cc2cccc(OCC(=O)Nc3cc(C(F)(F)F)ccc3N3CCOCC3)c2O1,17,3,nt,-5,-6,nt,-2,-21
CC(C)NC(=O)Nc1ccc2c(c1)CC(=O)N([C@H](C)CO)C[C@H](C)[C@@H](CN(C)S(=O)(=O)c1ccccc1)O2,-1,3,-1.4,-4,-7[16.7 µM],9,-7,nt
C[C@H](CO)N1C[C@H](C)[C@@H](CN(C)S(C)(=O)=O)Oc2ccc(NS(=O)(=O)c3cn(C)cn3)cc2CC1=O,-3,-6,-0.8,0,4[16.7 µM],1,-3,nt
Cc1cccc(OCC(=O)OC2CCN(C)CC2)c1,-3,2,nt,-2,-2,nt,3,nt
O=C(CN(c1ccc(F)cc1)S(=O)(=O)c1ccc2c(c1)OCCO2)N1CCOCC1,12,nt,-3.3,0,19,0,0,14
COc1ccc(NC(NC(=O)c2cccnc2)C(Cl)(Cl)Cl)cc1 (stereo not given),6,nt,1.8,nt,-2,-4,nt,-26
CCNc1nc(NCC)n2c(SCC(=O)Nc3ccccc3OC(F)F)nnc2n1,-10,-1,0.4,7,-3,23,0,14
Cc1nc(C)c(C(=O)N/N=C/c2ccco2)s1,3,4,-2.0,6,-3,7,49,6
CCc1nnc(NC(=O)C2CCN(c3nccc(C)n3)CC2)s1,2,-8,nt,5,6,nt,1,0
O=C(COC(=O)/C=C/c1ccccc1[N+](=O)[O-])NCc1ccco1,0,-1,nt,4,4,nt,1,0
Nc1nonc1-n1nnc(C(=O)N/N=C/c2ccc(OCc3ccccc3)cc2)c1CN1CCCCC1,nt,5,-1.0,-9,-7,-1,1,-3
CCN(C(=O)CN1CCN(c2ccccc2OC)CC1)c1c(N)n(Cc2ccccc2)c(=O)[nH]c1=O,-15,24,nt,0,-1,nt,-3,5
Cc1cccc(C(=O)NCC(=O)OCC(=O)N2CCN(S(=O)(=O)c3ccc(C)cc3C)CC2)c1,nt,-1,0.0,-2,nt,-27,13,-1
Cc1ccc(-c2noc(/C=C/c3ccccc3)n2)cc1,-2,-16,nt,1,-8,nt,-2,-6
CCN1CCC(O)(/C=C/c2ccc(C)cc2)C(C(=O)/C=C/c2ccc(C)cc2)C1 (stereo not given),7,10,0.0,nt,8,18,nt,-3
O=C(c1ccc2c(=O)n(Cc3ccc(Cl)cc3)c(=S)[nH]c2c1)N1CCOCC1,-3,-8,1.7,-5,16,-12,-2,-2
CC(=O)N1[C@H](C(=O)Nc2ccccc2)[C@@H](CO)[C@@H]2Cn3c(ccc(C4=CCCC4)c3=O)[C@@H]21,nt,28,nt,6,nt,1,-2,nt
COc1ccccc1Nc1nc(NCCO)nc(N)c1[N+](=O)[O-],-13,nt,-0.2,-280,-7,1,1,14
COCc1ccc(-c2c(-c3ccsc3)sc3ccccc23)cc1,-17,13,0.1,0,-4,nt,0,-12
C/C=C/c1ccc2c(c1)O[C@@H](CN(C)C(=O)Cc1ccccn1)[C@H](C)CN([C@@H](C)CO)S2(=O)=O,-2,nt,3.2,2,-1[16.7 µM],7,-4,0
Cc1ccc(S(=O)(=O)N2CCN(C(=O)CN3C(=O)NC4(CCOc5ccccc54)C3=O)CC2)cc1 (stereo not given),-15,-2,nt,-2,2,nt,0,-2
O=c1[nH]c(CSc2ccccc2)nc2c1oc1ccccc12,-14,nt,-1.9,nt,nt,21,nt,-9
CN(CC(=O)Nc1ccc(N2CCOCC2)cc1)CC(=O)Nc1ccc(C(F)(F)F)cc1,-4,2,-1.2,-3,0,-17,1,12
O=C(Cn1c(=O)oc2ccccc21)Nc1nc(-c2ccccc2)cs1,-2,-7,nt,1,0,11,1,nt
CCCCN(C(C)=O)c1c(CC)nc2ccc(C(=O)NCCCN(C)C)cn12,2,-18,-3.0,-1,3,15,0,0

# Part of the list above in order of length of the SMILES, smallest number first:
SMILES,PGC1a acetyl inh,C2C12 statin,CFTR F508del cor,PglD DTNB,miR-122 sensor,GSIS activator,Cneo AK release,FN deposit inh
Cc1cccc(OCC(=O)OC2CCN(C)CC2)c1,-3,2,nt,-2,-2,nt,3,nt
O=c1[nH]c(CSc2ccccc2)nc2c1oc1ccccc12,-14,nt,-1.9,nt,nt,21,nt,-9
CCc1nnc(NC(=O)C2CCN(c3nccc(C)n3)CC2)s1,2,-8,nt,5,6,nt,1,0
O=C(COC(=O)/C=C/c1ccccc1[N+](=O)[O-])NCc1ccco1,0,-1,nt,4,4,nt,1,0
O=C(c1ccc2c(=O)n(Cc3ccc(Cl)cc3)c(=S)[nH]c2c1)N1CCOCC1,-3,-8,1.7,-5,16,-12,-2,-2
Cc1cccc(C(=O)NCC(=O)OCC(=O)N2CCN(S(=O)(=O)c3ccc(C)cc3C)CC2)c1,nt,-1,0.0,-2,nt,-27,13,-1
C[C@H](CO)N1C[C@H](C)[C@@H](CN(C)S(C)(=O)=O)Oc2ccc(NS(=O)(=O)c3cn(C)cn3)cc2CC1=O,-3,-6,-0.8,0,4[16.7 µM],1,-3,nt
